Compound activity as filed in PubChem.
MrgX1 allo act = allosterically activates human MrgX1 receptor signaling | MrgX1-HEK293, Fluo-4 calcium flux, FDSS; stronger effect = higher value | Q96LB2 | 310,000 compounds, 0.63% hits | B-score at 10 µM;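 active = plate-corrected calcium response at least 3 library SD above typical, normal starting fluorescence, not activating the receptor alone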;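 note: compound read alongside a low EC10 to EC30 dose of BAM8-22 agonist; peak minus trough fluorescence over baseline measured at the second addition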
MrgX1 antag = human MrgX1 receptor antagonism, primary screen | Q96LB2 | B-score at 10 µM | MRGX1-HEK293 calcium flux, Fluo-4, BAM8-22 antagonism; stronger effect = lower value | 310,000 compounds, 1.3% hits;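 active = calcium-response B-score plate-corrected more than 3 library SD below zero, starting fluorescence within 5 deviations, no agonist response on first addition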;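 note: peak minus trough fluorescence over baseline after final BAM8-22 challenge near maximal dose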
MrgX1 ag = agonists of human MrgX1 receptor. Q96LB2. MrgX1-HEK293 cells, Fluo-4 calcium fluorescence, agonist mode; stronger effect = higher value. B-score at 10 µM. 310,000 compounds, 0.44% hits;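 active = calcium response B-score plate-corrected fluorescence ratio at least 3 library SD, with starting fluorescence B-score inside 5 SD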
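Material – MrgX1-expressing HEK293 cells · Input – 15,000 cells seeded per well · Dosing – compound as first of three additions · Times – overnight seeding, then 1 h dark dye loading · Measured by – kinetic Fluo-4 NW fluorescence of intracellular calcium · Read-out – B-scored fluorescence response ratio · Benchmarks – positive and negative control wells on each plate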
SKKanGAS inh = blocks kanamycin growth of S. pyogenes SKKanGAS strain | BacTiter-Glo, 6 h | inhibition, % at 7.5 µM | 300,000 compounds, 1.3% hits;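 active = mean replicate score, as percent of positive control median, at least 50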;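 note: strain carries kanamycin resistance gene driven by streptokinase promoter and grows in 40 µg/ml kanamycin; loss of luminescence reflects streptokinase promoter inhibition or plain growth inhibition; 0% = median of DMSO wells and 100% = positive control at its reference dose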
TRPC4 potent = TRPC4 (mouse) allosteric potentiation. Q9QUQ5. HEK293 TRPC4beta/mu-opioid, DAMGO EC20, Fluo-4 Ca2+ flux; stronger effect = higher value. B-score at 10 µM. 310,000 compounds, 0.42% hits. AID 2227;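 active = B-score of calcium response area above 5 SD of library B-scores, with initial fluorescence ratio within 5 SD of library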;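 note: B-score of integrated fluorescence ratio over time as area under calcium response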
TRPC6 act = activators of mouse TRPC6 channel | B-score at 10 µM | 310,000 compounds, 0.13% hits | Q61143 | HEK293-TRPC6 membrane potential dye fluorescence; stronger effect = higher value;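 active = B-score of the integrated fluorescence ratio above library mean plus 3 SD, and starting fluorescence ratio within library mean plus 5 SD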;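 note: higher score means more depolarization so channel activation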
TRPC4 agonist = opens the mouse TRPC4 cation channel. Q9QUQ5. HEK293 TRPC4beta/mu-opioid, Fluo4 calcium fluorescence; stronger effect = higher value. B-score at 10 µM. 310,000 compounds, 0.49% hits. AID 2237;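 active = B-score above 5 SD of library B-scores, and initial fluorescence ratio not above library mean plus 5 SD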;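 note: positive B-score marks a calcium rise read as TRPC4 activation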
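Technique: kinetic Fluo4 calcium fluorescence; Test system: TRPC4beta and mu-opioid receptor HEK293 stable cells; Measure: B-scored integrated calcium fluorescence ratio; Benchmarks: low control buffer alone, high control maximal DAMGO; Schedule: 45 min room-temperature Fluo4 loading, 110 s read.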
TRPC4 block = inhibitors of mouse TRPC4 channel | AID 2247 | B-score at 10 µM | Q9QUQ5 | HEK293 TRPC4beta/mu-opioid, DAMGO-evoked Fluo4 calcium flux; stronger effect = lower value | 300,000 compounds, 0.39% hits;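 active = B-score over 3 SD under the library average, no early fluorescence shift, positive overall ratio signal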
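material = TRPC4beta/mu-opioid receptor HEK293 cell line | probe or stimulus = sequential submaximal and maximal DAMGO stimulation | compound dosing = one concentration per compound | measured by = Fluo4 Ca2+ flux fluorescence | evaluation = integrated fluorescence ratio relative to baseline, converted to per-well B score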
ANO1 activ = mouse TMEM16A channel activation, primary screen. AID 623877. HEK293 TMEM16A/YFP-H148Q/I152L, iodide quench fluorescence; stronger effect = lower value. Q8BHY3. B-score at 10 µM. 340,000 compounds, 0.3% hits;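 active = fluorescence-ratio B-score plate-corrected deviation score at least 3 library SD below zero, with starting fluorescence score within 5 deviations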;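 note: channel opened by trigger with iodide after compound preincubation; score built on the fluorescence ratio of max minus min over baseline; more negative score means more quench and so TMEM16A activation or potentiation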
Target sequence (Q8BHY3 whole entry, looked up): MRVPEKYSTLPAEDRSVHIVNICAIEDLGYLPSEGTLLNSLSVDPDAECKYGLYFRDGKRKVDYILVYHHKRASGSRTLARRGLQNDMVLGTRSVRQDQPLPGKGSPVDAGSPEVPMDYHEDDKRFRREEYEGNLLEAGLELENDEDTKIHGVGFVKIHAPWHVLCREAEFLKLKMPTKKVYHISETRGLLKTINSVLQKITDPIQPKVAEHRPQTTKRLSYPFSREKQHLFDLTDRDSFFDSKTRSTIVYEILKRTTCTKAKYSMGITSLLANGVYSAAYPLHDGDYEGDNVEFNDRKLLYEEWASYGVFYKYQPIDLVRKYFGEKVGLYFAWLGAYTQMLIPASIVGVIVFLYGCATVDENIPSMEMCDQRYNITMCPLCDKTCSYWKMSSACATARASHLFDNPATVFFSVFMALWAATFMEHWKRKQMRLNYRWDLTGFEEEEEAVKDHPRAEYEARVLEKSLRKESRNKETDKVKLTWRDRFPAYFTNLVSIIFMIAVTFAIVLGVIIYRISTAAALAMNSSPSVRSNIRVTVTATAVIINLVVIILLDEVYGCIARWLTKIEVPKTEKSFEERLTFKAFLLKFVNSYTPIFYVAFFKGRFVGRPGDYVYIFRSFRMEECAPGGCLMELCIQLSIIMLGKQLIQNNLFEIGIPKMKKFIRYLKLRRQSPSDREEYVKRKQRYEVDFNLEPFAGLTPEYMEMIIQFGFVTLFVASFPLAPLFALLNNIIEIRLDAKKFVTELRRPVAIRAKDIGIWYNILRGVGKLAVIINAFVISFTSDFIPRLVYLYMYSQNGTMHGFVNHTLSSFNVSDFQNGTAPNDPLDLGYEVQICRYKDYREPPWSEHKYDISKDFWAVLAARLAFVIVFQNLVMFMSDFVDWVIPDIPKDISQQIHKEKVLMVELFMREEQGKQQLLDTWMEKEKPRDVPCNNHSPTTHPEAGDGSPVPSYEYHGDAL
TRPC6 inhibitor = inhibitors of mouse TRPC6 channel; HEK293-TRPC6, membrane potential dye, ACh-evoked depolarization; stronger effect = lower value; B-score at 10 µM; 310,000 compounds, 1.1% hits; AID 2553;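 active = B-score under library mean minus 3 SD, initial fluorescence not abnormally high, positive integrated signal ratio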;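 note: B-score derived from integrated fluorescence ratio over the kinetic read; more negative B-score means stronger inhibition of depolarization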
TMEM16A inh = mouse TMEM16A channel inhibition, primary screen. Q8BHY3. HEK293 TMEM16A/YFP iodide influx fluorescence, ionomycin. normalized B-score (activity score, 25-100; higher = stronger inhibition) at 10 µM. 310,000 compounds, 1.2% hits. AID 588511;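 active = ratio plate-corrected score three or more library SD toward inhibition, starting fluorescence score within five deviations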;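 note: score derived from kinetic fluorescence span divided by baseline fluorescence per well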
Starred values were filed as active, the others as inactive; i = inactive; · = no result given.

no.	Structure	MrgX1 allo act	MrgX1 antag	MrgX1 ag	SKKanGAS inh	TRPC4 potent	TRPC6 act	TRPC4 agonist	TRPC4 block	ANO1 activ	TRPC6 inhibitor	TMEM16A inh
1	CCn1cc(C(=O)NCCCN2CCC(C)CC2)c(=O)c2cc(S(=O)(=O)N3CCOCC3)ccc21	i	i	i	4	i	i	i	i	i	i	i
2	Cc1ccc(OC(C)C(=O)N=Nc2c(O)[nH]c3ccc([N+](=O)[O-])cc23)cc1 (stereo not given)	i	i	i	6	i	i	i	i	i	i	i
3	COc1ccc2cc3cc(C(=O)NCCN4CCN(Cc5ccccc5)CC4)oc3nc2c1	i	i	i	3	i	i	i	-6*	i	i	i
4	COc1cc2c(cc1OC)[C@H](C)N(C(=O)CSc1nc(O)c(C(C)C)c(=O)[nH]1)CC2	i	i	i	4	i	i	i	i	i	i	i
5	Cc1ccc(C(=O)Nc2cccc(N3C(=O)C4CCC(C)CC4C3=O)c2)cc1 (stereo not given)	i	i	i	1	i	i	i	i	i	i	i
6	O=C(Nc1nnc(-c2ccccc2F)s1)c1cccnc1	i	i	i	-6	i	i	i	i	i	i	i
7	CCOc1ncccc1C(=O)OCc1cccc([N+](=O)[O-])c1	i	i	i	-1	i	i	i	i	i	i	i
8	CN(C)c1ccc(NC(=O)CCN2CCN(c3ccccn3)CC2)cc1	i	i	i	-1	i	i	i	i	i	i	i
9	CN(Cc1ccccc1)C(=O)CCNS(=O)(=O)c1ccc2c(c1)oc(=O)n2C	i	i	i	1	i	i	i	·	i	i	i
10	O=C(NCCOc1ccccc1)C1Nc2ccc(C(F)(F)F)cc2C2c3ccccc3CC12 (stereo not given)	i	i	i	19	i	i	i	i	i	i	i
11	Cc1ccc(S(=O)(=O)N2CCCC2C(=O)NCc2ccc3c(c2)OCO3)cc1 (stereo not given)	i	i	i	-2	i	i	i	i	i	i	i
12	C=CCc1cccc(/C=N/c2nc3ccccc3n2CC)c1O	i	i	i	1	i	i	i	i	i	i	i
13	Cc1csc(-c2cnn(-c3ccccc3)c2NC(=O)c2cccc(C(F)(F)F)c2)n1	i	i	i	-8	i	i	i	i	i	i	i
14	CCOc1cccc2cc(-c3csc(NC(=O)CCC(=O)N4CCC(C)CC4)n3)c(=O)oc12	i	i	i	4	i	i	i	i	i	i	i
15	O=C(Nc1cc(C(=O)N2CCCC2)ccc1N1CCCC1)c1ccccc1F	i	i	i	-6	i	i	i	i	i	i	i
16	Cn1c(=O)c([N+](=O)[O-])c(NC2CCS(=O)(=O)C2)c2ccccc21 (stereo not given)	i	i	i	-12	i	i	i	i	i	i	i
17	COc1ccc(-c2csc(C)n2)cc1OC	i	i	i	5	i	i	i	i	i	i	i
18	O=C(NC(NC(=S)Nc1ccc(Cl)cc1)C(Cl)(Cl)Cl)c1ccco1 (stereo not given)	i	i	i	16	i	i	i	i	i	i	i
19	Cc1cccc(-c2nnc(SCC#N)n2Cc2ccccc2)c1	i	i	i	4	i	i	i	i	i	i	i
20	CSc1nc(-c2ccccc2)cc(C(F)(F)F)c1C#N	i	i	i	-6	i	i	i	i	i	i	i
21	O=C(N/N=C1/CCS(=O)(=O)c2ccc(F)cc21)c1cccnc1	i	i	i	-1	i	i	i	i	i	i	i
22	CCOC(=O)N1CCN(CC(=O)n2c(C)c(C)c3ccccc32)CC1	i	i	i	-2	i	i	i	i	i	i	i
23	O=C(CCCc1ccccc1)N=C1SC2CS(=O)(=O)CC2N1c1ccccc1 (stereo not given)	i	i	i	-4	i	i	i	i	i	i	i
24	COC(=O)c1ccccc1NC(=O)N1CCN(S(C)(=O)=O)CC1	i	i	i	-1	i	i	i	i	i	i	i
25	Cc1ccc(NC(=O)Cn2nc(C)c(S(=O)(=O)N(C)C)c2C)cc1C	i	i	i	-1	i	i	i	i	i	i	i
26	COC(=O)c1cccc(N2C(=O)c3ccccc3S2(=O)=O)c1	i	i	i	-2	i	i	i	i	i	i	i
27	O=C(O)c1ccc(N=Nc2c(O)ccc3ncccc23)cc1	i	i	i	12	i	i	i	i	i	i	i
28	CC(=O)OCC1O[C@@H](O[C@@H]2C[C@H]3C(C)(C)[C@H](OC(C)=O)CC[C@]3(C)[C@H]3CC[C@]45C[C@]4(CC[C@H]5[C@@H](C)C[C@@H](O)[C@H](O)C(C)(C)O)[C@@]32C)[C@H](O)[C@@H](O)[C@@H]1O (stereo not given in full)	i	i	42*	11	i	i	110*	i	·	i	100*
29	CC(C)=NOC(=O)c1c(C)noc1-c1snnc1C	i	i	i	-3	i	i	i	i	i	i	i
30	CCc1cc(C)c(O)c(CC)n1	i	i	i	-17	i	i	i	i	i	i	i
31	COC(=O)C1=C(C(=O)OC)SC2(S1)C(C(=O)OC)=C(C(=O)OC)SC1=C2c2cccc(C)c2NC1(C)C	i	i	i	10	i	i	i	i	i	i	i
32	O=C(CSc1ccc(Cl)cc1)N1CCOCC1	i	i	i	-1	i	i	i	i	i	i	i
33	CC(C)(C)OC(=O)NCCCCCc1cn([C@@H](CO)C(=O)NCCCCCCCCCCC(=O)N2CCN(C(=O)OC(C)(C)C)CC2)nn1	i	i	i	·	·	·	·	·	i	·	100*
34	O=C(CSc1nnc(-c2ccccn2)n1Cc1ccccc1)N1CCCC1	i	i	i	1	i	i	i	i	i	i	i
35	O=c1[nH]c2cc3c(cc2cc1CN(CCc1ccccc1)Cc1nnnn1C1CCCC1)OCCO3	·	·	·	10	i	i	i	i	·	i	·
36	O=C(NCCCN1CCCC1)c1ccc(Cn2c(=S)[nH]c3ccc(Br)cc3c2=O)cc1	i	i	i	19	i	i	i	i	·	i	i
37	O=S(=O)(c1cnc[nH]1)N1CCN(C(c2ccc(F)cc2)c2ccc(F)cc2)CC1	i	i	i	-3	i	i	i	i	i	i	i
38	Cc1nc(SCC(=O)NCc2ccco2)c2c(C)c(C)sc2n1	i	i	i	2	i	i	i	i	i	i	i
39	Cc1ccc(C(=O)Nc2cc(Cl)ccc2OC(=O)c2ccc(C)cc2)cc1	i	i	i	-5	i	i	i	i	·	i	i
40	Cc1ccc(NC(=O)CN2C(=O)NC3(CCc4ccccc43)C2=O)cc1Cl (stereo not given)	i	i	i	2	i	i	i	i	i	i	i
41	COc1cc(NC(=O)CSc2nc(=O)n(CCCN3CCOCC3)c3c2CCC3)cc(OC)c1	i	i	i	12	i	i	i	i	i	i	i
42	COc1ccc2c(c1)C(=O)Nc1cc(Cl)ccc1N2	i	i	i	0	i	i	i	i	i	i	i
43	Cc1ccc(C(C)C)c(OC/C(O)=C(\C#N)c2nc3ccccc3[nH]2)c1	i	i	i	36	i	i	i	i	i	i	i
44	O=[N+]([O-])c1cc(-c2ccn[nH]2)ccc1Cl	i	i	i	3	i	i	i	i	i	i	i
45	CCOc1ccc(NC(=O)C(CC(=O)O)Cc2ccc(C)cc2)cc1 (stereo not given)	i	i	i	-2	i	i	i	i	i	i	i
46	COc1cc(CCC(=O)OCC(=O)N(CCC#N)c2ccccc2)cc(OC)c1OC	i	i	i	-4	i	i	i	i	i	-5.4*	i
47	COC(=O)C1(C(=O)OC)NOC2C(=O)N(c3ccccc3)C(=O)C21 (stereo not given)	i	-5.7*	i	-11	i	i	i	i	i	i	i
48	COc1ccc(CNS(=O)(=O)c2cc3c(cc2C)N(C)CCO3)cc1	i	i	i	-2	i	i	i	i	i	i	i
49	CC1CCN(c2ccc(C(=O)NCc3cccs3)cn2)CC1	i	i	i	-4	i	i	i	i	i	i	i
50	Cc1cc(C)cc(NC(=O)COC(=O)c2n[nH]c3ccccc23)c1	i	i	i	-10	i	i	i	i	i	i	i
51	CC(C)NS(=O)(=O)c1ccc(NC(=O)C(C)Oc2ccc(C(=O)c3ccccc3)cc2)cc1 (stereo not given)	i	-8.6*	i	38	44*	i	i	i	i	i	100*
52	CCOC(=O)N1CCN(S(=O)(=O)CCNC(=O)c2ccc(OC)cc2)CC1	i	i	i	5	i	i	i	i	i	i	i
53	COc1ccc2c(c1)c(C(O)CN1CCN(Cc3ccc4c(c3)OCO4)CC1)c(C)n2C (stereo not given)	i	i	i	-1	i	i	i	i	i	-6.3*	i
54	COC(=O)CNC(=O)C(C)NC(=O)OCc1ccccc1 (stereo not given)	i	i	i	5	i	i	i	i	i	i	i
55	O=C(O)c1cccc(NC(=O)c2cccc(S(=O)(=O)N3CCc4ccccc43)c2)c1	i	i	i	10	i	i	i	i	i	i	i
56	Cc1ccc(CN2CCNC(=O)C2CC(=O)N(C)CCc2ccccc2)cc1 (stereo not given)	i	i	i	-1	i	i	i	i	i	i	i
57	Cc1ccc(F)cc1NC(=O)CSc1nnc(CNC(=O)c2ccco2)n1C	i	i	i	-5	i	i	i	i	i	i	i
58	O=C(CCCCC(=O)NCc1cccs1)NCc1cccs1	i	i	i	1	i	i	i	i	i	i	i
59	COc1ccccc1/C=C(\NC(=O)c1cccc(C)c1)C(=O)Nc1ccccn1	i	i	i	3	i	i	i	i	i	i	i
60	O=c1[nH]c2ccc(NC(=S)NC3CCCCC3)cc2[nH]1	i	i	i	8	i	i	i	i	i	i	i
61	O=C(Nc1nc(-c2ccc3c(c2)OCCO3)cs1)c1ccc(S(=O)(=O)N2CCCCC2)cc1	i	i	i	12	i	i	i	i	i	i	i
62	O=C(O)/C=C/C(=O)c1ccc2c(c1)NC(=O)CO2	i	i	i	3	i	i	i	i	i	i	i
